# PAX8 inh HTS: inhibitors of PAX8-driven TPO luciferase reporter, primary screen, RMG-I cells, single concentration; SteadyGlo, 24 h; inhibition, % at 12.6 µM; hit rate 1.2% among 360,000;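 active = mean replicate inhibition at least 60% with every replicate also reaching 60%; inconclusive = only one of the two criteria is met; inactive = mean below 60% and not all replicates reaching 60%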;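 also: luciferase light reporting Pax8 driven TPO promoter activity; plate controls were median of neutral control wells for no effect and mitoxantrone controls for full effect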
# DENV2 CPE rescue: inhibitors of DENV2 cytopathic effect, primary screen, cell-based, plate reader, single concentration | DENV2-infected cells, cytopathic effect rescue | CPE inhibition, % at 9.99 µM | hit rate 1.7% among 350,000 | AID 651640, 2012; in the data active = CPE inhibition above about 20%, passing the limit was not always enough; inconclusive = no clear call, values can overlap the other calls; tested in BHK-21 cells;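 also: 0% = median of neutral control wells and 100% = median of positive control wells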
# CFTR F508del cor: F508del CFTR correction, initial screen, CFBE line, single point; CFBE cells, YFP halide quenching; stimulated with forskolin plus potentiator P3; % fluorescence drop versus neutral controls; activity (quench increase), % at 7.58 µM; AID 720511, 2013; hit rate 0.36% among 350,000;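 active = mean added fluorescence quench of at least 8% versus neutral control, with both replicates also reaching 8%; inconclusive = only one of the mean or replicate conditions met; inactive = mean below 8% and not both replicates reaching 8%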;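 also: cells transiently co-express mutant CFTR-F508del with the halide-sensitive YFP; corrector assay measuring rescue of mutant channel to the surface after 24 h compound exposure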
# miR-122 sensor: miR-122 Renilla sensor signal increase in Huh7, primary screen, miR-122 inhibitor project, cell-based, single point, plate reader; AID 602342, 2012; hit rate 0.3% among 340,000; Huh7 miR-122 Renilla luciferase sensor, 48 h; neutral wells = 0, positive control = 100; activation (reporter increase), % at 12.5 µM;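 active = mean replicate activation score at least 90 and every replicate individually at or above 90; inconclusive = only one of the two criteria met; inactive = neither criterion met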;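 also: higher luciferase means less miR-122 activity so hits act as miR-122 inhibitors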
# GSIS activator: GLuc luminescence reporter in INS-1E cells, primary screen for activators of glucose-dependent secretion of insulin. INS-1E GLuc reporter insulin secretion, 2-3 h. activation, % at 16.6 µM. hit rate 0.61% among 370,000. AID 743287, 2014;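 active = lowest replicate activation of at least 40%, so every replicate reaches that level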;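 also: 0% = median of neutral control wells and 100% = median of IBMX positive control wells; some compounds called inactive have numbers as strong as hits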
# EWS-Fli block: EWS/Fli-driven NR0B1 reporter inhibitors, primary screen, A673 cells, NR0B1 luciferase, luminescence, MLPCN library; inhibition, % at 12.6 µM; AID 651661, 2012; hit rate 0.67% among 350,000; viability-normalised;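 active = mean inhibition of at least 50% after viability correction, with every replicate also passing that limit; inconclusive = mean reaches 50% but only one of two replicates passes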;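 also: firefly luciferase signal divided by Alamar Blue viability fluorescence both relative to DMSO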
# FN deposition inh: inhibitors of fibronectin matrix deposition, primary screen, AH1F cells, Alexa488-fibronectin fluorescence, plate reader | AH1F fibroblasts, overnight | AID 743247, 2014 | inhibition, % at 12.6 µM | hit rate 0.086% among 350,000;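 active = mean inhibition across replicates of 30% or more, regardless of how many single replicates reach that level; inconclusive = mean under 30% yet at least half of replicates reach 30%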;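 also: positive control wells lacked labelled fibronectin entirely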
#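 Assay system: AH1F fibroblasts assembling fluorescent fibronectin matrix; Amount: 10000 AH1F cells per well; Buffer or medium: DMEM, 2% serum; Probe or stimulus: Alexa488-fibronectin, 24 nM final in well; Doses: single compound dose, delivered by pin transfer; Incubation: 1 h adhesion, overnight exposure; Measured by: fluorescence 485/525 nm; Read-out: fibronectin deposition inhibition.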
# * marks the source's active call; other numbers are inactive results; ? = inconclusive; . = not tested or not shown; [ ] = another dose, or the depositor's remark. Rows were taken by chance, and some 3.9% of all compounds hit somewhere here.
SMILES	PAX8 inh HTS	DENV2 CPE rescue	CFTR F508del cor	miR-122 sensor	GSIS activator	EWS-Fli block	FN deposition inh
O=C(NC1CC2CCC(C1)N2Cc1ccccc1)c1cccc(F)c1 (centres undefined)	17	-5	-0.7	0	6	-3	4
CCCc1cc(=O)oc2cc(OCC(=O)N3CCN(C(=O)C4COc5ccccc5O4)CC3)ccc12 (centres undefined)	14	-1	0.4	-4	-8	.	7
COc1ccccc1CN(C)C(=O)COC(=O)c1ccc(Cl)nc1	0	2	1.1	-2	-2	1	-13
CNC[C@H]1OCCCC[C@H](C)Oc2ccc(NS(=O)(=O)c3ccccc3)cc2C(=O)N([C@H](C)CO)C[C@@H]1C	5	.	-3.9	-3[16.7 µM]	7	-2	.
CNC(=O)C[C@@H]1CC[C@H]2[C@@H](COc3ccc(NC(=O)c4ccc(OC)cc4)cc3C(=O)N2C)O1	-19	64*	1.5	-5[16.7 µM]	-3	-5	-4
CC1(C)CC(=O)C2=C(C1)N(c1ccc(F)cc1)C(=O)C2(NC(=O)c1ccccc1F)C(F)(F)F (centres undefined)	10	10	-1.2	.	-4	3	-2
CC1=C(C(=O)N(C(C)C)C(C)C)CC(CC(=O)NCC2CCCCC2)C(=O)N1Cc1ccc(C(C)(C)C)cc1 (centres undefined)	58	-7	2.5	.	-35	18	-8
Fc1cccc(F)c1-n1c(CN2CCCCC2)csc1=S	10	?	2.6	.	0	27	-7
CCC(=O)N1CC(=O)N2[C@@H](CO)[C@@H](c3ccc(C#Cc4cccc(F)c4)cc3)[C@@H]2C1	.	-4	0.9	.	-4	4	.
Cc1cccc(C(=O)N=c2sccn2C)c1[N+](=O)[O-]	-96	-2	-3.1	.	16	-86	0
COc1ccc(C(=O)Nc2ccc3[nH]ccc3c2)cc1OC	-63	7	2.9	3	12	-39	6
COCCNC(=O)C(c1cccnc1)N(Cc1ccc(C)cc1)C(=O)Cn1nnc2ccccc21 (centres undefined)	22	1	0.5	-3	-6	8	11
CN(CC(=O)Nc1c(Cl)cccc1Cl)CC(=O)N(C)C1(C#N)CCCCC1	16	?	1.0	-1	.	8	-1
CCOC(=O)/C(=C/C=C1\Sc2cc(C)c(C)cc2N1CC)C(C)=O	17	.	39*	.	-24	3	-93
COc1ccccc1-c1cnc2c(c1)C(=O)N([C@H](C)CO)C[C@H](C)[C@@H](CN(C)Cc1cccnc1)O2	.	-7	-1.3	6[16.7 µM]	-7	-5	2
C/C=C/c1ccc([C@H]2[C@@H](CN(C)S(C)(=O)=O)N(C(C)=O)[C@H]2CO)cc1	6	-2	-1.0	0[16.7 µM]	-3	-12	-7
O=C(COC(=O)c1ccc(F)cc1Cl)Nc1cccc(S(=O)(=O)N2CCOCC2)c1	-6	-1	-1.9	0	-32	6	-8
CCOc1cc(N2CCOCC2)c(OCC)cc1NC(=O)c1cc(S(=O)(=O)N2CCOCC2)ccc1F	16	.	-0.9	-2	.	4	3
CO[C@@H]1CN(C)C(=O)c2ccc(NS(=O)(=O)CC(F)(F)F)cc2OC[C@@H](C)NC[C@@H]1C	50	-8	1.2	.	1	-2	-5
O=C(OCc1ccccc1F)c1ccc2c(c1)-c1ccccc1C2=O	.	-2	1.4	6	20	-83	.

# Looked up above:
# miR-122 sensor with `CCCc1cc(=O)oc2cc(OCC(=O)N3CCN(C(=O)C4COc5ccccc5O4)CC3)ccc12` (centres undefined) stands at -4
# miR-122 sensor with `C/C=C/c1ccc([C@H]2[C@@H](CN(C)S(C)(=O)=O)N(C(C)=O)[C@H]2CO)cc1` stands at 0[16.7 µM]
# EWS-Fli block with `COc1ccccc1-c1cnc2c(c1)C(=O)N([C@H](C)CO)C[C@H](C)[C@@H](CN(C)Cc1cccnc1)O2` stands at -5
# miR-122 sensor with `CNC(=O)C[C@@H]1CC[C@H]2[C@@H](COc3ccc(NC(=O)c4ccc(OC)cc4)cc3C(=O)N2C)O1` stands at -5[16.7 µM]
# GSIS activator with `CO[C@@H]1CN(C)C(=O)c2ccc(NS(=O)(=O)CC(F)(F)F)cc2OC[C@@H](C)NC[C@@H]1C` stands at 1

# (further entries)
SMILES	PAX8 inh HTS	DENV2 CPE rescue	CFTR F508del cor	miR-122 sensor	GSIS activator	EWS-Fli block	FN deposition inh
CNC(=S)Nc1ccc2nc(C)c(C)nc2c1	-11	.	.	2	.	.	-4
COc1ccc(CCNC(=O)C(=O)NCC2OCCN2S(=O)(=O)c2ccc(OC)c(OC)c2)cc1OC (centres undefined)	17	2	1.3	1	1	-2	5
COc1ccc(C2CC(=O)C=C3c4ccc(OC)cc4CCC32)cc1 (centres undefined)	-1	-2	-1.8	3	4	-12	5
CN(C(=O)c1cccc(NC(=O)Cc2ccc(NC(=O)C3CCCN(S(=O)(=O)c4cccc([N+](=O)[O-])c4)C3)cc2)c1)C1CCCCC1 (centres undefined)	21	1	0.6	.	6	12	.
COC(=O)C1=C(Nc2ccc(C)cc2)C=C(C)C(C(=O)OC)C1c1cccc(OC)c1 (centres undefined)	-6	.	.	9	.	.	1
O=C(O)c1ccc(Cl)c(N2C(=O)Nc3ccccc3N2O)c1	5	3	-0.8	.	8	3	-1
COc1ccccc1NC(=O)c1ccc2nc(C)sc2c1	-77	-3	2.3	-1	10	-63	4
CCN1[C@@H]2Cn3c(ccc(-c4ccccc4)c3=O)[C@H]1[C@@H](C(=O)NC1CCC1)[C@@H]2CO	-1	.	0.4	3[16.7 µM]	8	-8	.
CCCNS(=O)(=O)c1ccc(CCC(=O)N2CCCCC2)cc1	-8	.	.	-10	-7	.	9
CC1(OC(=O)c2ccc(Cl)nc2)C(=O)C=C2C=C3CCCN3C=C2C1=O (centres undefined)	-6	6	2.3	-3	23	-11	8
CC(=O)N1[C@@H]2c3ccc(-c4ccccc4)c(=O)n3C[C@H]1[C@H](CO)[C@H]2C(=O)NC1Cc2ccccc2C1	-5	.	-4.0	2[16.7 µM]	-4	1	.
CCOC(=O)C1NN=C(C(=O)c2ccccc2)C1c1ccc(OC)cc1 (centres undefined)	-15	3	1.8	-3	10	10	2
COc1ccc(C#Cc2ccc3c(c2)[C@H]2[C@H](CCN2C(=O)c2ccccn2)[C@H](CO)N3)cc1	.	-7	7.7	.	-1	.	3
CC(Oc1ccccc1)C(=O)NNC(=O)c1cccs1 (centres undefined)	-2	-1	-2.3	-4	-9	2	11
COc1cc(C(=O)NCC(=O)NCC(c2ccco2)N2CCCCC2)cc(OC)c1OC (centres undefined)	4	0	-0.1	-4	3	2	3
COCCCNC(=S)NNC(=O)c1ccccc1Br	-4	-3	1.9	.	-14	15	3
Cc1nn(C(C)C(=O)NC2CC2)c(=O)c2nn(-c3ccccc3)c(C)c12 (centres undefined)	-9	2	-3.4	5	3	3	3
COC(=O)C1CCN(C(c2cccs2)c2sc3nc(C)nn3c2O)CC1 (centres undefined)	-18	0	-1.4	.	-9	2	0
COc1ccc(-c2nc3n(c(=O)c2C#N)CCS3)cc1	-5	-3	1.2	.	-10	6	8
CCO[C@H]1OC(C(=O)N2CCOCC2)=C[C@@H](c2ccccc2)[C@@H]1CCCO	-17	-2	0.7	1	8	-14	4
COc1cc(NC(=O)CCCOc2ccc(Cl)cc2Cl)c(C(=O)O)cc1OC	3	6	1.1	-3	-3	7	-2
COc1ccc(/C=N/NC(=O)CSc2n[nH]c(=O)[nH]c2=O)cc1	-10	-1	.	-10	10	-7	6
CC(=O)/C=C/c1ccccc1O	10	.	-0.6	-9	-1	5	4
CN(C)CCCn1c(SCc2c(Cl)cccc2Cl)nnc1-c1ccncc1	4	4	1.5	1	24	-8	-1
COCCNC(=O)c1cccc2c(-c3cnn(C)c3)coc12	-14	4	-4.2	-2	3	-6	-1
Cc1nc2ccccc2c2oc(C(=O)N3CCC(C)CC3)cc12	-41	1	0.1	-6	40	-17	5
CCCOC(=O)C1C2C=CC3(CN(c4ccc(Cl)c(F)c4)C(=O)C13)O2 (centres undefined)	-21	-6	-3.0	4	16	2	-7
CN(C)S(=O)(=O)c1cccc(NC(=O)COC(=O)c2cc3ccccc3oc2=O)c1	-133	15	-0.9	.	-8	-85	-2
C[C@@H]1CCCCO[C@H](CN(C)Cc2ccc(C(F)(F)F)cc2)[C@@H](C)CN([C@@H](C)CO)C(=O)c2cc(NC(=O)c3ccncc3)ccc2O1	41	7	0.3	-5[16.7 µM]	-20	12	2
COc1ccc(NC(=O)CSc2nc(N)cc(=O)[nH]2)cc1S(=O)(=O)N1CCCCC1	-5	?	-5.8	-2	-2	-4	.

# Fetched by structure from the entries so far:
SMILES	PAX8 inh HTS	DENV2 CPE rescue	CFTR F508del cor	miR-122 sensor	GSIS activator	EWS-Fli block	FN deposition inh
COCCNC(=O)c1cccc2c(-c3cnn(C)c3)coc12	-14	4	-4.2	-2	3	-6	-1
CC(=O)/C=C/c1ccccc1O	10	.	-0.6	-9	-1	5	4

# (cont.)
SMILES	PAX8 inh HTS	DENV2 CPE rescue	CFTR F508del cor	miR-122 sensor	GSIS activator	EWS-Fli block	FN deposition inh
CC1COCC(C)N1C(=O)c1cccnc1 (centres undefined)	2	18	-2.6	4	6	-9	-9
CC(C)CC#Cc1cnc2c(c1)C(=O)N([C@@H](C)CO)C[C@H](C)[C@H](CN(C)C(=O)c1ccc(F)cc1)O2	.	-9	-1.9	-8[16.7 µM]	-27	-8	-2
CCCc1cc(C(=O)N/N=C/c2cccn2C)cs1	-135	11	0.4	5	14	-34	1
COc1ccc(CN2CCc3cc(OC)c(OC)cc3C2)cc1O	.	-3	-1.5	2	.	-1	.
C[C@H]1CN([C@@H](C)CO)C(=O)Cc2cc(NC(=O)Nc3ccc4c(c3)OCO4)ccc2O[C@@H]1CN(C)S(=O)(=O)c1ccc(Cl)cc1	.	16	4.4	-1[16.7 µM]	-21	-4	-3
Cc1ccccc1N1C(=O)C2ON(c3ccccc3)C(c3ccco3)C2C1=O (centres undefined)	23	10	-6.0	.	7	8	-5
COc1ccc(NC(=S)Nc2ccc3nccnc3c2)cc1	-40	.	.	-1	-15	.	6
Nc1ccccc1N=c1ssnc1Cl	-8	-3	3.2	.	10	-32	.
C=C(C)Cn1c(C)cc(C)c(S(=O)(=O)c2cccc(C)c2)c1=O	-17	2	-0.2	.	-25	7	-5
CC(=O)N1CCN(S(=O)(=O)c2ccc3c(c2)OCCO3)CC1	-8	-4	-0.3	.	.	-6	3

# Records above shown as hits in CFTR F508del cor:
Compound,DENV2 CPE rescue,CFTR F508del cor,miR-122 sensor,GSIS activator
CCOC(=O)/C(=C/C=C1\Sc2cc(C)c(C)cc2N1CC)C(C)=O,.,39*,.,-24

# Further results follow.
SMILES	PAX8 inh HTS	DENV2 CPE rescue	CFTR F508del cor	miR-122 sensor	GSIS activator	EWS-Fli block	FN deposition inh
Clc1ccc(-c2ncc3ccccn23)c(Cl)c1	-10	0	1.2	.	0	-5	1
COc1ccccc1NC(=O)c1cc(Cl)nnc1Cl	8	2	-2.7	12	20	7	-6
CN(CCN1CCc2ccccc2C1)Cc1nc(-c2ccc3c(c2)OCO3)no1	3	-3	0.9	-5	6	11	.
COc1ccc(CNC(=O)CN(C)S(=O)(=O)c2ccc3c(c2)n(C)c(=O)c(=O)n3C)cc1	5	3	2.3	2	6	.	5
CS(=O)(=O)Nc1ccccc1C(=O)Nc1ccccc1C(=O)N1CCCC1	-5	-9	1.4	-6	3	3	11

# Screening data from PubChem BioAssay.
